From PubChem BioAssay
NCI-60 one-dose screen, 48 h, at 10 µM unless noted. Numbers give growth in % (100 = growth as untreated, 0 = no growth, -100 = all killed).
NCI-H322M = NCI-H322M lung cancer | AID 1794733 | 2.7% of 80,000 active
NCI-H460 = NCI-H460 lung cancer | 6.8% of 82,000 active | AID 1794736
KM12 = KM12 colon cancer cells | 5% of 82,000 active
NCI-H226 = NCI-H226 lung cancer. 3.5% of 79,000 active
NCI-H522 = NCI-H522 lung cancer; 8% of 78,000 active; AID 1794739
IGROV1 = IGROV1 ovarian cancer; AID 1794786; 4.7% of 79,000 active
COLO 205 = COLO 205 colon cancer; 7.3% of 79,000 active; AID 1794742
NCI-H23 = NCI-H23 lung cancer; 4% of 80,000 active; AID 1794731
NCI/ADR-RES = NCI/ADR-RES ovarian cells. 4.4% of 81,000 active
* = called active by the depositor; . = not tested or not shown; & = joins results of further samples. The calls were made as follows: active = growth percent below 10; inactive = the rest.

SMILES	NCI-H322M	NCI-H460	KM12	NCI-H226	NCI-H522	IGROV1	COLO 205	NCI-H23	NCI/ADR-RES
N#Cc1c(-c2cc(=O)oc3ccc(Cl)cc23)nn(-c2ccccc2)c1N	85	86	67	104	74	58	81	78	67
COc1ccc(-c2ccnc3c(C#N)c(Nc4ccccc4)nn23)cc1OC	91	93	97	63	81	96	97	93	86
CCOC(=O)c1cc(C(=O)c2cc(OC)cc(OC)c2)n2ccc(-c3ccncc3)cc12	105	101	97	88	81	101	105	93	103
CCC1([N+](=O)[O-])COC(c2ccccc2)OC1 (stereo not drawn)	117	99	92	101	84	116	104	101	105
O=C1C(Cl)=C(Cl)C(=O)c2cc(Cl)c(Cl)cc21	93	110	104	96	90	92	102	81	96
NCCNCCN	104	98	107	94	84	103	110	105	108
Cc1nc2ccc(Cl)cn2c1-c1nnc(SCc2cc(F)ccc2F)o1	85	95	88	78	83	71	113	82	89
CN(C)Cc1ccc[nH]1	130	103	108	93	68	.	101	93	78
Cc1cc(C(C)(CC(C)C)c2ccc(O)c(C)c2)ccc1O	95	104	107	93	93	103	125	108	105
O=C(/C=C/c1cccc(O)c1)c1cccc(-n2cc(-c3ccccc3)[nH]c2=O)c1	21	35	-73*	3.8*	-22*	-30*	84	14	4.0*
Cn1c(SSc2ccc(-c3cccnc3)n2C)ccc1-c1cccnc1	95&106	66&101	95&98	105&108	82&62	88&103	102&116	111&100	101&103
O=C1/C(=C/C=C/c2ccc(F)cc2)Cc2c(Br)cccc21	94	98	106	88	86	85	109	93	99
COc1ccc(-c2nn(-c3ccccc3)cc2/C=C/C(=O)NNC(=O)Nc2ccc(Cl)cc2)cc1	100	105	103	98	80	106	100	86	99
Nc1c(Br)cc(Br)c2c1-c1ccc([N+](=O)[O-])cc1C2	.	82	96	87	99	100	95	89	96
CCOC(=O)c1oc2cc(O)cc(C)c2c1C	86	114	104	103	90	107	113	105	110
COc1ccc(C(C)=C(c2ccc(OCCN(C)C)cc2)c2ccc(OCCN(C)C)cc2)cc1	-2.4*	-15*	-8.0*	-7.7*	-60*	-25*	-73*	-14*	0.8*
C=C(C)[C@@H]1CC[C@]2(C=NCCC(=O)O)CC[C@]3(C)[C@H](CC[C@@H]4[C@@]5(C)CCC(=NCCC(=O)O)C(C)(C)[C@@H]5CC[C@]43C)[C@@H]12	100	103	101	95	94	100	114	101	99
CCOC(=O)C1CSCC1C(=O)OCC (stereo not drawn)	125	116	103	104	91	127	98	102	103
O=[N+]([O-])c1c(N2CCN(CCO)CC2)nc2ccccn12	111	107	107	112	95	87	117	102	100
Cn1ncc2c(NCCc3ccccc3)ncnc21	85	98	101	94	90	86	107	97	97

Complete entries as entered above. Values in the order: NCI-H322M | NCI-H460 | KM12 | NCI-H226 | NCI-H522 | IGROV1 | COLO 205 | NCI-H23 | NCI/ADR-RES
`O=C1/C(=C/C=C/c2ccc(F)cc2)Cc2c(Br)cccc21` in the list: 94 | 98 | 106 | 88 | 86 | 85 | 109 | 93 | 99
`COc1ccc(C(C)=C(c2ccc(OCCN(C)C)cc2)c2ccc(OCCN(C)C)cc2)cc1` in the list: -2.4* | -15* | -8.0* | -7.7* | -60* | -25* | -73* | -14* | 0.8*
`CCOC(=O)C1CSCC1C(=O)OCC` (stereo not drawn) in the list: 125 | 116 | 103 | 104 | 91 | 127 | 98 | 102 | 103

Continued.
SMILES	NCI-H322M	NCI-H460	KM12	NCI-H226	NCI-H522	IGROV1	COLO 205	NCI-H23	NCI/ADR-RES
Nc1cc(Cl)cc2cccnc12	116	112	101	81	97	126	124	89	101
C#CCOc1cccc(Nc2ncnc3c(NC(=O)C=C)cccc23)c1	55	13	10.0*	52	-5.2*	31	26	39	18
NCCCCN(C[C@H]1Cc2ccccc2CN1)[C@H]1CCCc2cccnc21	62	76	85	75	70	87	102	83	103
O=C(Cn1ccc(=O)[nH]c1=O)Nc1ccc(O)c([N+](=O)[O-])c1	100	116	106	107	98	100	102	102	109
CCN(CC)CCSc1ncnc2c1cnn2-c1ccc(S(N)(=O)=O)cc1	102	86	106	93	.	97	113	95	85
Oc1ccc(Sc2ccc(O)cc2O)c(O)c1	104	105	104	103	97	105	106	116	105
COc1ccc(C2=NN(c3nc(-c4ccc(F)cc4)c(C#N)c(=O)n3C)C(=O)CC2)cc1	100	107	111	89	95	103	111	98	98
N#Cc1ncc(-c2ccc(F)cc2F)c(NC2CCCCCC2)n1	94	88	79	91	78	83	109	89	94
CNC(=O)[C@H](O)[C@H](Cc1ccccc1)N(Cc1ccccc1)Cc1ccccc1	107	105	110	102	93	105	115	101	105
O=C1CC(c2ccccc2)Cc2nc3ccc(Cl)cc3cc21 (stereo not drawn)	40	3.3*	1.7*	21	3.0*	17	-32*	36	8.0*
Cc1c(Cc2ccccc2)c(=O)oc2c(C)c(OCC(=O)NN3C(=O)c4ccccc4C3=O)ccc12	88	102	97	92	88	96	.	100	108
Cn1ncc2c(Nc3ccc([N+](=O)[O-])cc3)nc(Cl)nc21	105	97	89	104	101	103	126	112	98
Cc1nnc2c3ccccc3c(N[C@@H](C)[C@H](c3ccccc3)N(C)C)nn12	98	111	99	104	90	114	104	99	103
O=C(C(O)C(O)C(O)C(O)CO)N(C1CCCCC1)C1CCCCC1 (stereo not drawn)	105	107	104	.	85	108	98	96	99
CCN(CC)C(C)CN1c2ccccc2Sc2ccccc21 (stereo not drawn)	87	101	97	132	77	86	70	89	89
COc1ccc(/C=C2\N=C3SCN(c4ccc(C#N)cc4)CN3C2=O)cc1	108	103	102	109	74	118	100	101	101
COc1ccc(-c2cc(-c3cccnc3)nc(OCc3nnc(-c4ccc(Cl)cc4)o3)c2C#N)cc1OC	100	105	101	93	76	104	107	99	99
CN1CCN(c2ncnc3sc4c(c23)CCN(Cc2ccccc2)C4)CC1	99	105	104	98	94	106	119	105	108
COc1ccc(C2C(C#N)=C(N)Oc3c2sc2c(Br)cccc32)cc1 (stereo not drawn)	30	13	27	49	-6.3*	43	2.3*	36	6.3*
COc1cc2c(c(OC)c1OC)C(=O)CC(c1cccc(C(=O)Nc3ccccc3)c1)O2 (stereo not drawn)	99	.	94	82	71	87	.	90	89

Some of these compounds in order of molecular weight, high to low.
SMILES	NCI-H322M	NCI-H460	KM12	NCI-H226	NCI-H522	IGROV1	COLO 205	NCI-H23	NCI/ADR-RES
Cc1c(Cc2ccccc2)c(=O)oc2c(C)c(OCC(=O)NN3C(=O)c4ccccc4C3=O)ccc12	88	102	97	92	88	96	.	100	108
COc1cc2c(c(OC)c1OC)C(=O)CC(c1cccc(C(=O)Nc3ccccc3)c1)O2 (stereo not drawn)	99	.	94	82	71	87	.	90	89
COc1ccc(C2C(C#N)=C(N)Oc3c2sc2c(Br)cccc32)cc1 (stereo not drawn)	30	13	27	49	-6.3*	43	2.3*	36	6.3*
COc1ccc(/C=C2\N=C3SCN(c4ccc(C#N)cc4)CN3C2=O)cc1	108	103	102	109	74	118	100	101	101
Cc1nnc2c3ccccc3c(N[C@@H](C)[C@H](c3ccccc3)N(C)C)nn12	98	111	99	104	90	114	104	99	103
CCN(CC)C(C)CN1c2ccccc2Sc2ccccc21 (stereo not drawn)	87	101	97	132	77	86	70	89	89

Next entries follow.
SMILES	NCI-H322M	NCI-H460	KM12	NCI-H226	NCI-H522	IGROV1	COLO 205	NCI-H23	NCI/ADR-RES
O=C(/C=C/c1cn(-c2ccccc2)nc1-c1ccccc1)OCc1cn(-c2ccc(F)cc2)nn1	88	88	99	83	70	89	98	92	89
CC(C)Cc1ccc(C(C)c2nn3cc(-c4ccccc4)nc3s2)cc1 (stereo not drawn)	92	105	104	91	107	91	120	101	110
Cc1cc(C)c(C(=O)C[n+]2ccc3ccccc3c2)c(C)c1	105	104	103	91	93	91	96	87	95
COc1cc2c(c(OC)c1OC)-c1ccc(N=NC(N)=S)c(=O)cc1[C@@H](NC(C)=O)CC2	36	3.1*	-31*	42	-60*	5.4*	-74*	1.3*	82
CC(=O)Nc1cccc(Oc2nc(NS(=O)(=O)c3ccccc3)nc(-c3ccc(C)cc3)c2C#N)c1	114	108	114	110	89	123	126	105	116
COc1cccc2cc(C(C)C(=O)OCc3cn(-c4c5ccccc5nc5ccccc45)nn3)ccc12 (stereo not drawn)	101	107	102	95	68	112	116	101	104
CCn1c2c(=O)c(=Nc3ccc(OC)cc3)sc=2sc2ssc(=O)c21	116	105	90	100	85	109	106	99	109
CC(=O)Oc1ccc(C2OC(c3ccc4ccccc4c3OC(C)=O)=NN2C(C)=O)cc1 (stereo not drawn)	85	84	98	95	67	90	104	93	92
CN(C)CCNc1nc2c3cc(Cl)ccc3nn2c2ccccc12	40	16	40	61	67	39	26	45	36
COc1ccc(CCn2cncc2-c2c[nH]c3ccc(Br)cc23)cc1	61	71	64	41	38	55	56	43	50
O=C(Cn1cc(CSc2nnc3oc4ccccc4n23)nn1)Nc1ccc([N+](=O)[O-])cc1	76	67	45	53	48	46	91	60	51
COc1ccccc1/C=C1\COc2ccc(O)c(O)c2C1=O	46	25	21	76	-42*	6.7*	78	41	3.5*
Nc1ccc(C(=O)Nc2cccc(C(=O)Nc3ccc4c(O)c(N=Nc5ccc(N=Nc6ccc(S(=O)(=O)O)cc6)cc5)c(S(=O)(=O)O)cc4c3)c2)cc1	101	105	104	111	92	102	114	97	99
O=c1c([N+](=O)[O-])cnc2nc(Nc3ccc(Cl)cc3)[nH]n12	110	111	98	101	92	108	105	98	101
Fc1ccc(N2N=NC3CCc4ccccc4C32)cc1 (stereo not drawn)	77	70	90	88	71	67	102	85	77
CCOC(=O)C1CC=CCC1C(=O)OCC (stereo not drawn)	118	94	110	94	91	113	111	103	108
COC(=O)CCC(=O)N(CCN(C)C)CCN(C)C	110	108	103	104	.	111	106	98	102
COC(=O)C1[C@H]2C[C@H]3c4[nH]c5ccccc5c4CCN3C[C@@H]2CC[C@@H]1O (stereo partly drawn)	93	108	102	99	98	95	104	102	101
COC(=O)C(Br)C(O)c1ccc(OC)c(OC)c1 (stereo not drawn)	104	102	108	101	108	112	110	97	107
N#CCCN/N=C\c1ccc2c(c1)OCO2	93	103	97	90	91	80	99	96	100
CC1(C)C(C#N)C(=O)N=C(N)C1C(N)=O (stereo not drawn)	101	112	107	107	99	102	116	100	105
COc1cc(CNC(=O)/C=C/c2ccccc2)ccc1OCc1cn(-c2ccc(Br)cc2)nn1	89	92	94	81	64	84	.	85	72
OCC[C@H]1C[C@@H]1/C=C/c1ccc(F)cc1	113	103	105	102	88	.	104	95	104
CCOC(=O)C1=C(C)c2ccc(OC)c(OC)c2C1	99	118	101	.	79	104	113	92	101

An excerpt from the list above:
SMILES	NCI-H322M	NCI-H460	KM12	NCI-H226	NCI-H522	IGROV1	COLO 205	NCI-H23	NCI/ADR-RES
CC1(C)C(C#N)C(=O)N=C(N)C1C(N)=O (stereo not drawn)	101	112	107	107	99	102	116	100	105
COc1cc(CNC(=O)/C=C/c2ccccc2)ccc1OCc1cn(-c2ccc(Br)cc2)nn1	89	92	94	81	64	84	.	85	72
OCC[C@H]1C[C@@H]1/C=C/c1ccc(F)cc1	113	103	105	102	88	.	104	95	104

Outcome played no part in choosing rows; any-hit rate near 12%.
